PAX8 inh HTS = lowers PAX8-driven luciferase in RMG-I cells; 1.2% of 360,000 active; AID 652154; RMG-I TPO-luciferase reporter, SteadyGlo, 24 h; inhibition, % at 12.6 µM;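 active = mean replicate inhibition at least 60% with every replicate also reaching 60%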;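 also: luciferase light reporting Pax8 driven TPO promoter activity; plate controls were median of neutral control wells for no effect and mitoxantrone controls for full effect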
miR-122 sensor = miR-122 inhibition in Huh7 cells. 0.3% of 340,000 active. activation (reporter increase), % at 12.5 µM. Huh7 miR-122 Renilla luciferase sensor, 48 h; neutral wells = 0, positive control = 100;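 active = mean replicate activation score at least 90 and every replicate individually at or above 90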;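 also: higher luciferase means less miR-122 activity so hits act as miR-122 inhibitors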
PGC1a acetyl inh = PGC1a acetylation modulation, inhibitor mode; U2OS PGC1a acetylation, AlphaScreen anti-acetyl-lysine; with virally co-expressed GCN5 acetyltransferase; inhibition, % at 15.6 µM; 0.17% of 350,000 active; AID 651687;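 active = every replicate shows inhibition of at least 40%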;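 also: 0% = neutral control wells and 100% = positive control wells; some results beyond the cut were filed as inactive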
EWS-Fli block = inhibitors of EWS/Fli oncoprotein transcriptional activity; 0.67% of 350,000 active; A673 NR0B1-luciferase reporter, viability-normalised; inhibition, % at 12.6 µM; AID 651661;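 active = mean inhibition of at least 50% after viability correction, with every replicate also passing that limit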;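 also: firefly luciferase signal divided by Alamar Blue viability fluorescence both relative to DMSO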
FN deposit inh = fibronectin deposition inhibition. inhibition, % at 12.6 µM. 0.086% of 350,000 active. AID 743247. AH1F fibroblasts, Alexa488-fibronectin deposition fluorescence, overnight;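 active = mean inhibition across replicates of 30% or more, regardless of how many single replicates reach that level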;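 also: positive control wells lacked labelled fibronectin entirely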
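Assay system: AH1F fibroblast monolayer, labelled fibronectin deposition. Amount: 10000 cells per well. Also added: labelled fibronectin 24 nM. Compound: single-point pinned compound. Incubation: cell attachment 1 h, compound and FN exposure overnight. Detection: fluorescence after three HBSS washes, excitation 485 nm, emission 525 nm. Read-out: inhibition of fibronectin deposition signal.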
LGR2 inh = blocks bursicon-induced cAMP signaling via Drosophila LGR2; HEK293 LGR2, CRE-luciferase, bursicon-stimulated, 4 h; inhibition, % at 9.99 µM; 0.35% of 380,000 active; AID 720647;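 active = drop in luminescence signal, shown as inhibition above about 50% in the replicate tests, limit read from the data, passing the limit was not always enough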;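 also: agonist challenge used bursicon conditioned medium at about half maximal strength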
CASP6 VEID inh = inhibitors of human caspase-6; P55212; purified caspase-6, Z-VEID-R110 cleavage fluorescence; inhibition, % at 12.5 µM; 0.53% of 350,000 active;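 active = mean inhibition across replicates at least about 35%, with every replicate also reaching that limit, limit read from the data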;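 also: 0% = median of neutral control wells and 100% = no fluorescence left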
Target sequence (P55212 24-179 limits assumed): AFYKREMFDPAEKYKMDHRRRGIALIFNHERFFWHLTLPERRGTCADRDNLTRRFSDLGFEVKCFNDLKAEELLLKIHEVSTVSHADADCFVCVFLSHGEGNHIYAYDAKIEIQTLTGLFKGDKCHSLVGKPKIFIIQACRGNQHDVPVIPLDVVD
Target sequence (P55212 194-293 limits assumed): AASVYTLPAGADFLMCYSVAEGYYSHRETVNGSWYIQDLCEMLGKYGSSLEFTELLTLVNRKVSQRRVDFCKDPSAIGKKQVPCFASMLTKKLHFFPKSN
Cneo AK release = causes C. neoformans cell lysis | adenylate kinase release luminescence, 4 h; normalised: neutral wells 0, clomiphene wells 100 | lysis activity, % at 15 µM | 0.2% of 360,000 active | AID 651654;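 active = mean lysis activity across replicates of at least 80%, whatever share of replicates individually reach that level; inactive = mean lysis activity below 80%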
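Test system: log-phase Cryptococcus neoformans yeast cells. Input: 5 × 10^6 yeast cells/mL. Medium: fresh YPD growth medium. Doses: single dose. Incubation: static 4 h at 37 °C with compound, 1 h detection. Measured by: luminescent adenylate kinase detection reagent. Read-out: signal increase indicating cell lysis. Benchmarks: Clomiphene.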
* marks the source's active call; other numbers are inactive results; · = not tested or not shown; & = joins results of further samples; [ ] = remark or other dose. Compounds were not picked by outcome, and some 2.5% of all compounds hit somewhere here.

SMILES | PAX8 inh HTS | miR-122 sensor | PGC1a acetyl inh | EWS-Fli block | FN deposit inh | LGR2 inh | CASP6 VEID inh | Cneo AK release
CC(C)(C)CN1CCNC[C@H]1Cc1ccc(O)cc1 | 8 | · | · | -4 | -6 | -2 | -2 | 1
O=C(NCCN1CCN(C(=O)c2ccc([N+](=O)[O-])cc2)CC1)C(=O)NCc1ccccc1 | 5 | · | · | · | 5 | 12 | 1 | ·
CC1(C(=O)NS(=O)(=O)Cc2cccc(Cl)c2)CCN1C(=O)Cc1ccccc1 (centres undefined) | -3 | 6 | 9 | 1 | -1 | -1 | 2 | 0
O=C(CCN1CCc2ccccc2C1)Nc1cccc(F)c1 | 19 | -1 | -4 | · | -8 | · | · | -3
C[C@H](O)[C@@H]1C(=O)N2CCc3c([nH]c4c(-c5ccccc5)cccc34)[C@@H]2C[C@@H]1N(C)C(=S)NCCc1ccccc1 | -11 | · | · | 8 | 7 | -3 | -5 | ·
Cc1ccc(C)c(NC(=O)C2CCCN2S(=O)(=O)c2ccc3c(c2)n(C)c(=O)c(=O)n3C)c1 (centres undefined) | 20 | -7 | -7 | 1 | 6 | 6 | -1 | -3
COc1ccc(NS(=O)(=O)c2ccc(C)c(C(=O)N3CCCCCCC3)c2)cc1 | -25 | 38 | · | 10 | -2 | -4 | 4 | 6
CCOc1ccccc1-n1c(C)cc(C=O)c1C | -26 | -2 | -7 | -7 | -12 | -5 | 0 | 1
COc1cccc(Nc2nc(N)nc(CCl)n2)c1 | 97* | -4 | 3 | 59* | 0 | -40 | 0 | 2
Cc1noc(C)c1S(=O)(=O)Nc1ccc2c(c1)C(=O)N([C@@H](C)CO)C[C@@H](C)[C@@H](CN(C)C(=O)NC1CCCCC1)OCCCC[C@H](C)O2 | -8 | 0[16.7 µM] | · | 10 | · | 0 | 0 | 1
COCCCNc1nc2c(-c3ccc(Cl)cc3)nnn2c2ccccc12 | 29 | -3 | -8 | 6 | -6 | 10 | -2 | 2
CCOc1ccc(CNC(=O)C2CCN(S(=O)(=O)c3ccc4c(c3)CCCC(=O)N4)CC2)cc1 | 8 | -4 | -2 | · | 4 | -1 | 0 | -4
C[C@@H]1CN([C@H](C)CO)S(=O)(=O)c2ccc(Br)cc2O[C@H]1CN(C)C(=O)CC1CC1 | · | 24[16.7 µM] | -8 | -1 | -8 | 4 | 2 | -4
O=C(/C=C/c1ccccc1Cl)c1ccc(O)cc1 | -58 | 7 | 13 | -39 | 13 | -32 | 7 | 1
CC1CCN(C(=O)c2ccc(CNc3c(N4CCCC4)c(=O)c3=O)cc2)CC1 | 12 | · | -5 | 5 | 6 | -7 | 0 | 0
Cc1cc(NC(=O)c2sc(Nc3ccc(F)c(Cl)c3)nc2N)no1 | -8 | -1 | -9 | -36 | 10 | -6 | -3 | -1
O=S(=O)(c1ccccc1Cl)N1CCC(Cc2ccccc2)CC1 | 10 | 2 | 7 | -2 | -1 | -2 | -3 | -9
CCOC(=O)CCC(NC(=O)c1ccc(CNc2nc3cc(C(F)(F)F)ccc3nc2C(=O)OCC)cc1)C(=O)OCC (centres undefined) | -23 | 0 | -8 | 9 | 12 | -1 | 1 | ·
CN1CCN(C(=O)C[C@@H]2CC[C@H]3[C@@H](COC[C@H](O)CN3C(=O)Nc3ccc(F)cc3)O2)CC1 | -17 | -3[16.7 µM] | 2 | 2 | -3 | 1 | -4 | 0
COC(=O)c1cccc(NC(=O)CC2NCCNC2=O)c1 (centres undefined) | -2 | -2 | · | -3 | -4 | 4 | 0 | 3
CO[C@H]1CN(C)C(=O)c2ccc(NS(=O)(=O)c3ccccc3)cc2OC[C@@H](C)N(Cc2nccs2)C[C@@H]1C | · | 1[16.7 µM] | 0 | 3 | 8 | -1 | 2 | 0
CC(C)c1ccc(C(=O)Nc2nnc(S(=O)(=O)N3CCOCC3)s2)cc1 | -29 | 13 | 3 | · | -1 | -2 | 1 | 0
Cc1ccc(S(=O)(=O)N(CC(=O)N2CCCCCC2)c2ccccc2F)cc1 | 7 | 49 | -26 | -5 | 3 | 1 | · | 7
O=C(CC1SC(N2CCCCC2)=NC1=O)Nc1cccc(C(=O)Nc2ncccc2O)c1 (centres undefined) | -2 | · | -8 | 7 | -1 | -7 | 3 | -2
Cc1cc(NC(=O)COC(=O)C2CCC(=O)N2)c([N+](=O)[O-])cc1C (centres undefined) | 4 | 4 | -3 | -7 | -1 | 8 | · | -1
O=C(CSCCO)Nc1ccc(C2CCCCC2)cc1 | -80 | -9 | -15 | · | · | · | · | -3
O=C(NCc1ccccn1)[C@@H]1CCCN1C(=O)[C@@H]1CCCN1C(=O)c1c(F)cccc1F | -7 | · | · | -5 | 1 | 1 | 10 | ·
C=C(C)C(=O)OCC(O)COc1ccc(C(C)(C)c2ccc(OCC(O)COC(=O)C(=C)C)cc2)cc1 (centres undefined) | 14 | -2 | -20 | -5 | -2 | 16 | 2 | 1
O=[N+]([O-])c1ccc(NS(=O)(=O)N2CCOCC2)cc1 | 1 | -4 | 2 | 1 | 2 | 2 | 1 | 0
c1ccc(-c2ccc(-c3nc(-c4ccncc4)no3)cc2)cc1 | · | -6 | 5 | · | 3 | · | · | -8
COc1ccc(NC(=O)Nc2ccc3c(c2)C(=O)N([C@@H](C)CO)C[C@H](C)[C@H](CN(C)S(=O)(=O)c2ccc(C)cc2)OCCCC[C@@H](C)O3)cc1 | 9 | -5[16.7 µM] | -6 | -5 | · | 8 | 1 | -1
CCCCOc1ccc(CON(C(C)=O)C(C)=O)cc1Cl | -16 | -9 | 13 | -34 | -3 | -11 | -1 | -1
NC1=NC(=Nc2ccccc2)c2ccccc21 | 12 | 0 | 11 | · | 4 | · | · | 3
NS(=O)(=O)c1ccc(CCNC(=O)c2ccc3ccccc3n2)cc1 | -17 | · | · | -34 | -3 | -66 | 1 | ·
C[C@@H]1CN([C@H](C)CO)C(=O)c2cc(C#CCN(C)C)cnc2O[C@@H]1CN(C)C(=O)Cc1ccccc1 | -5 | 10[16.7 µM] | -5 | -5 | · | 5 | -1 | 0
C[C@H](CO)N1C[C@H](C)[C@H](CN(C)C(=O)NC2CCCCC2)Oc2ncc(-c3ccccc3)cc2C1=O | · | -3[16.7 µM] | 14 | -11 | · | 9 | 4 | -1
Cc1noc(C)c1S(=O)(=O)N(C)C[C@@H]1OCc2cnnn2CCCC(=O)N([C@@H](C)CO)C[C@@H]1C | -2&23 | 1[16.7 µM] | 5 | -3&0 | 0&-5 | -7&-17 | 3&1 | 70
C[C@@H]1CN([C@H](C)CO)C(=O)Cc2cc(NC(=O)Nc3ccccc3)ccc2O[C@@H]1CN(C)Cc1ccc(-c2ccccc2)cc1 | 11 | 3[16.7 µM] | 14 | -6 | · | -13 | -4 | 1
COCCN(C(=O)COC(=O)C1CCCCC1)c1c(N)n(Cc2ccccc2)c(=O)[nH]c1=O | 12 | 1 | 3 | -9 | 5 | 0 | 3 | 0
CCOCCCNc1nc2c(C)cccn2c(=O)c1/C=C1\SC(=S)N(C(C)CC)C1=O (centres undefined) | -8 | -5 | 5 | -8 | 3 | 8 | 2 | -6
CCN(CC)C(=O)c1ccc(S(=O)(=O)NCc2cccnc2)cc1 | · | 4 | 3 | 4 | · | 13 | 2 | -1
CN(C)C(=O)c1ccc(SC(=S)NCc2ccccc2)cc1 | 9 | · | · | 0 | 3 | -1 | 1 | ·
N#Cc1ccccc1COC(=O)c1cccnc1N | -13 | · | -5 | -2 | · | 8 | -1 | ·
C#CCNC(=O)C[C@@H]1C[C@@]2(C(=O)OC)CCCCC=C2N(Cc2ccc3c(c2)OCO3)C1=O | -10 | · | · | -7 | -1 | 3 | -3 | ·
CCN(CC)C(=O)CSc1nc(N)c2c3c(sc2n1)CC(C)CC3 (centres undefined) | · | 2 | 10 | · | · | -56 | · | -5
CCCCNC(=O)c1c(CSc2ccc(Cl)cc2)noc1C(=O)NCc1ccccc1 | -6 | 1 | 1 | 15 | 1 | -5 | -3 | 0
CCOC(=O)c1cccc(NC(=O)Nc2ccc3c(c2)C(=O)OC3)c1 | 15 | -1 | -4 | 41 | -2 | -2 | -2 | 18
COc1ccc(-c2cnc3c(c2)C(=O)N([C@@H](C)CO)C[C@@H](C)[C@@H](CN(C)Cc2ccc(C(=O)O)cc2)O3)cc1 | -3 | · | 17 | -4 | · | -4 | 0 | ·
N#C[C@@H]1[C@@H](c2ccc(-c3cccc(F)c3)cc2)[C@H](CO)N1c1nc(-c2ccccc2)cs1 | · | · | -1 | 4 | -1 | 1 | 0 | ·
CCC(CO)Oc1cc(NC(=O)c2ccccc2Cl)c2ncn(C(C)C)c2c1 (centres undefined) | 3 | · | · | 1 | -3 | 3 | -2 | -9

Further structures
SMILES | PAX8 inh HTS | miR-122 sensor | PGC1a acetyl inh | EWS-Fli block | FN deposit inh | LGR2 inh | CASP6 VEID inh | Cneo AK release
Oc1ccccc1C=NN=CC=Cc1ccccc1 | -258 | · | · | -79 | · | -67 | -4 | ·
O=[N+]([O-])c1cccc(OCC(O)CN2CCN(S(=O)(=O)c3cc(Cl)ccc3Cl)CC2)c1 (centres undefined) | 23 | · | · | 9 | 8 | -2 | -2 | -2
COc1ccc(NC(=O)C2CSC(C)(C)N2C=O)cc1 (centres undefined) | 5 | -1 | · | · | -2 | 16 | · | -2
CCC(=O)N(C)C[C@H]1Oc2ncc(C#Cc3ccccc3OC)cc2C(=O)N([C@@H](C)CO)C[C@H]1C | -42 | 15[16.7 µM] | -13 | 1 | · | 8 | -2 | 0
CO[C@@H]1CN(C)C(=O)c2ccc(NC(=O)Nc3ccc(Cl)cc3)cc2OC[C@H](C)N(C(=O)Nc2c(C)noc2C)C[C@@H]1C | 3 | · | 2 | -12 | -12 | -10 | 2 | 7
NC(=O)CSc1nnc(NC(=O)c2ccc(S(=O)(=O)N3CCOCC3)cc2)s1 | 16 | · | · | · | 3 | -9 | -4 | 2
CNC[C@@H]1OCCCC[C@@H](C)Oc2ccc(NS(=O)(=O)c3ccc(Cl)cc3)cc2C(=O)N([C@H](C)CO)C[C@H]1C | -41 | 32[16.7 µM] | -13 | -7 | · | 1 | 4 | 100*
O=C(COC(=O)c1cc([N+](=O)[O-])ccc1N1CCOCC1)Nc1cc(F)ccc1F | 7 | · | · | -8 | 8 | -8 | -1 | 7
CC[C@]12c3[nH]c4cc(-c5ccco5)ccc4c3CCN1C(=O)[C@@H](CC(=O)NCc1ccc(OC)c(OC)c1)C[C@@H]2C(=O)N1CCN(C(=O)C2CC2)CC1 | 14 | -5 | -23 | 8 | 4 | -10 | 3 | 0
O=C1C(NS(=O)(=O)c2ccc(Br)cc2)=C(N2CCCCC2)C(=O)c2ccccc21 | -14 | 7 | · | -16 | 3 | -3 | 2 | -2
Cc1cccc2nc(-c3cccc(NC(=O)c4ccc(Cl)cc4)c3)cn12 | -66 | -5 | -6 | -31 | 3 | -21 | -6 | 0
CCn1nc(C)c(CN2CCC(n3nccc3NC(=O)c3ccccc3OC)CC2)c1C | -7 | 1 | -2 | · | 5 | 0 | -1 | 0

Screening results (PubChem BioAssay)
